Bioassay records from PubChem.
NR5A2 inv ag – LRH-1 (NR5A2) inverse agonists, primary screen, cell-based, luminescence, HEK293T, StAR-luciferase reporter | LRH-1 transfected, 24 h | inhibition, % at 3.6 µM | Nuclear receptor subfamily 5 group A member 2 (Homo sapiens), O00482 | actives 0.13% (n = 360,000) | AID 602396, 2012;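 active = inhibition above the mean inhibition of all tested compounds plus 3 SD, cut at about 73% in these data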;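 note: 0% = DMSO wells and 100% = reporter-only cells lacking LRH-1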
MC4R barr agon – MC4R agonists recruiting beta-arrestin, primary screen, cell-based, luminescence, agonist arm of biased-ligand search; activation, % at 8.9 µM; AID 540308, 2011; U2OS MC4R beta-arrestin complementation; percent of melanotan II response, DMSO zero; actives 0.98% (n = 360,000); Melanocortin receptor 4 (Homo sapiens), P32245;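 active = activation above a per-plate cutoff, the mean activation of sample wells on that plate plus 3 SD, cut at about 8% in these data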
Target sequence (P32245 whole entry, looked up): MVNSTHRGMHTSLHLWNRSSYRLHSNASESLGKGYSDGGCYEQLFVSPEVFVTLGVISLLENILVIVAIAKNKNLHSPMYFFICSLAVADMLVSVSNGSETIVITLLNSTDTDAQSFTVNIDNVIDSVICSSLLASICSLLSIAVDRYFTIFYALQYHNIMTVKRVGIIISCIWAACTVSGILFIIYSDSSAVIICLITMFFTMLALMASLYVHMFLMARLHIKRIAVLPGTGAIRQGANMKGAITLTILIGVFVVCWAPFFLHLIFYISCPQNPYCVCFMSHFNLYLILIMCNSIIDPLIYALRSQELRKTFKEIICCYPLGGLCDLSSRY
SRC1 inh – SRC1 coactivator transcriptional activity inhibitors, primary screen, cell-based, luminescence. HEK293 GAL4-SRC1 luciferase reporter. actives 0.12% (n = 360,000). inhibition, % at 3.6 µM. AID 588354, 2011;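 active = inhibition above the campaign mean plus 3 SD, with each screening campaign given its own cutoff, cut at about 60% in these data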;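 note: 0% = DMSO treated cells and 100% = gossypol at 36 µM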
NCOA3 inh – SRC3 coactivator transcriptional activity inhibitors, primary screen, cell-based, luminescence | HEK293 GAL4-SRC3 luciferase reporter | inhibition, % at 3.6 µM | actives 0.17% (n = 360,000);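 active = inhibition above a per-campaign cutoff, the mean of all compounds plus 3 SD, cut at about 60% in these data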;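 note: 0% = DMSO-treated cells and 100% = gossypol-treated cells at 36 µM; higher means less SRC3-driven luciferase light from the GAL4 reporter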
MC4R antagonist – MC4R antagonists of cAMP signaling, primary screen, cell-based, TR-FRET, antagonist arm of biased-ligand search. MC4R-expressing cells, MTII-stimulated cAMP, LANCE TR-FRET. AID 540295, 2011. actives 0.48% (n = 360,000). inhibition, % at 6.5 µM. Melanocortin receptor 4 (Homo sapiens), P32245;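 active = inhibition above its plate's cutoff, the mean of tested wells on that plate plus 3 SD, cut at about 29% in these data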;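 note: 0% = Melanotan II alone and 100% = Melanotan II plus saturating MCL0020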
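System: U2OS cells stably expressing human melanocortin 4 receptor (MC4R). Reagent: Melanotan II challenge after compound preincubation. Doses: 6.5 µM. Times: 30-min compound, 1-h challenge, 1-h detection, room temperature. Measured by: TR-FRET with Eu-cAMP and labeled anti-cAMP, 671 nm. Replicates: singlicate.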
ABHD5-PLIN5 inh – ABHD5-PLIN5 interaction inhibitors, primary screen, cell lysate, split luciferase complementation, luminescence; Split G. princeps luciferase complementation, 4 h; inhibition, % at 4 µM; actives 0.78% (n = 360,000); AID 602281, 2012;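 active = inhibition above the mean inhibition across every tested compound plus 3 SD, cut at about 22% in these data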;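 note: 0% = DMSO only wells and the 100% control is not disclosed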
NCOA2 inhibitor – inhibition of GAL4-SRC2 driven luciferase reporter, primary screen, SRC2 inhibitor project, cell-based, luminescence. Nuclear receptor coactivator 2 (Homo sapiens), Q15596. HEK293 GAL4-SRC2 luciferase reporter. inhibition, % at 9 µM. actives 0.17% (n = 370,000);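 active = inhibition above the mean inhibition of all tested compounds plus 3 SD, set per campaign, cut at about 52% in these data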;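 note: 0% = DMSO treated cells and 100% = cells given Gossypol at 36 µM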
NOD2 RIPK2 PPI – NOD2-RIPK2 binding disruptors in cells, primary screen, fluorescence, CHO cells, BLA complementation. Receptor-interacting serine/threonine-protein kinase 2 (Homo sapiens), O43353. CCF4 ratio. inhibition, % at 4.98 µM. actives 0.38% (n = 360,000). AID 624267, 2012; in the data active = inhibition above about 21%;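 note: 0% = vehicle only and 100% = reference blocker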
TLR9-MyD88 inh – inhibitors of TLR9-MyD88 association in cells, primary screen, cell-based, CHO, BLA complementation, fluorescence; actives 0.21% (n = 340,000); inhibition, % at 4.98 µM; Toll-like receptor 9 (Homo sapiens) + Myeloid differentiation primary response protein …; AID 504734, 2011; CCF4 FRET ratio;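 active = inhibition above the mean over all tested compounds plus 3 SD, cut at about 21% in these data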;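 note: 0% = DMSO only wells and 100% = clavulanate BLA inhibitor control wells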
LMP1 NFkB inh – EBV LMP1-driven NF-kappaB luciferase reporter inhibitors, primary screen, cell-based, luminescence, single point; LMP1-induced NF-kappaB luciferase reporter cells; actives 0.69% (n = 350,000); inhibition, % at 12.5 µM; AID 504558, 2011; in the data active = inhibition above about 41%;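 note: 0% = neutral control wells and 100% = reference inhibitor control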
NR2F2 inh – NR2F2 transcriptional activity inhibitors, primary screen, cell-based, luciferase reporter, HEK293T, luminescence; COUP transcription factor 2 (Homo sapiens), P24468; HEK293T NGFI-A luciferase reporter; inhibition, % at 8.6 µM; actives 0.7% (n = 370,000); AID 686940, 2013;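 active = inhibition above a per-plate cutoff, mean inhibition of test wells between control levels plus 3 SD, cut at about 38% in these data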;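 note: cells cotransfected with COUP-TFII expression vector driving the NGFI-A reporter; 0% = median of COUP-TF2 test wells and 100% = reporter-only cells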
Target sequence (P24468 whole entry, looked up): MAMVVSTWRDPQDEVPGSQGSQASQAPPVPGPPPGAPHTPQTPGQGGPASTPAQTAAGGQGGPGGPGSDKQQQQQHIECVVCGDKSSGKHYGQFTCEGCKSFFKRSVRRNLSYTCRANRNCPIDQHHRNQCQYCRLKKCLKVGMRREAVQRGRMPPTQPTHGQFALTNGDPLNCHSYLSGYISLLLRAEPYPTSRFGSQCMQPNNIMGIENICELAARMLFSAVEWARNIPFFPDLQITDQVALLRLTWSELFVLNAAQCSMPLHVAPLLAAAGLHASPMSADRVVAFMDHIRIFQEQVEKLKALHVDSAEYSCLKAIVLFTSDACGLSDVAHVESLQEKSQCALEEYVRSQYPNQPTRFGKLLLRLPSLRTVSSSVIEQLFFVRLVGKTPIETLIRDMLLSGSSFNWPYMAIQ
* marks the source's active call; other numbers are inactive results.

SMILES	NR5A2 inv ag	MC4R barr agon	SRC1 inh	NCOA3 inh	MC4R antagonist	ABHD5-PLIN5 inh	NCOA2 inhibitor	NOD2 RIPK2 PPI	TLR9-MyD88 inh	LMP1 NFkB inh	NR2F2 inh
COc1ccccc1/C=C(/NC(=O)c1ccc(Cl)cc1Cl)C(=O)O	-14.5	-0.6	-41.4	14.1	22.8	-0.7	-8.2	31.8*	7.0	-6.0	10.1
O=C(NC(=O)C(F)(F)F)Nc1ccc(S(=O)(=O)Nc2nccs2)cc1	5.6	-0.7	11.7	-23.8	-0.6	17.1	-3.0	-4.3	0.0	6.1	6.5
COc1ccccc1/C=C/CN1CCCC(CCC(=O)NCc2ccccc2F)C1 (configuration not stated)	4.8	-1.7	4.0	24.2	1.3	2.8	-3.7	0.0	-1.0	-3.2	10.1
CCn1cnnc1SCC(=O)NCC1COc2ccccc2O1 (configuration not stated)	5.6	-1.1	-2.6	2.2	5.8	1.6	-5.0	-1.1	-4.2	5.0	-2.1
CCOc1ccc(N2CC(C(=O)NCCCc3ccccc3)CC2=O)cc1 (configuration not stated)	-9.6	2.6	-5.4	-4.3	4.0	1.1	3.8	3.8	2.0	-1.8	-5.2
C[C@@H]1CN([C@H](C)CO)S(=O)(=O)c2ccc(Br)cc2O[C@@H]1CN(C)Cc1ccc(C(=O)O)cc1	-17.9	-1.0	5.6	0.7	2.0	-2.0	-35.2	-0.9	-0.5	-7.4	0.6
COC(=O)Cc1cc(OC)c(OC)cc1Cc1cc(OC)c(OC)cc1CC(=O)OC	2.9	0.3	-0.8	17.5	14.1	1.6	14.4	-1.6	-1.5	4.8	-5.0
CCOC(=O)c1sc(/S(C)=N\S(=O)(=O)c2cccc(Cl)c2)c2c1CCC=C2 (configuration not stated)	9.5	-0.2	-2.0	19.8	4.9	-0.8	-9.4	7.0	-6.6	0.5	8.0
COC(=O)C1=C(COc2ccc(F)cc2)NC(=O)NC1c1ccc(C)cc1C (configuration not stated)	6.3	3.0	1.9	10.2	23.6	-0.9	-17.0	-8.8	1.3	-12.5	8.2
CN1CCN(S(=O)(=O)c2cccc(C(=O)N(C)CC(=O)Nc3ccc(Cl)c(Cl)c3)c2)CC1	13.7	2.0	10.8	35.0	1.7	5.5	-2.7	-7.7	3.5	5.2	3.2
COc1ccc(CCNC(=O)CSc2nc(-c3ccco3)cc(C(F)(F)F)n2)cc1	5.8	0.5	-5.2	14.8	-2.0	3.0	-28.7	2.2	-9.7	-10.1	9.7
COc1ccc(C(=O)Nc2ccnn2C2CCN(Cc3ccncc3)CC2)cc1	5.5	-1.8	-9.8	11.4	0.9	-2.1	6.6	3.0	-7.9	-4.7	-12.5
COc1ccc(OC)c(NC(=O)C2CCCN2C(=O)NC2CCCCC2)c1 (configuration not stated)	8.6	-1.5	-46.3	6.9	7.8	4.8	-0.9	-0.5	-3.7	-3.1	-12.4
C=C(C)CSc1ncc(-c2cccc(C(F)(F)F)c2)cn1	-10.2	3.7	2.8	5.3	17.4	-10.2	-11.4	-13.0	-1.1	14.0	1.1
O=C(Cn1cnc2sc3c(c2c1=O)CCCC3)NCC(=O)Nc1ccccc1F	-3.6	0.1	-1.3	-7.1	13.7	-3.2	-19.7	-31.7	0.6	2.1	-6.8
Cc1ccc(-c2noc(C3CCCN(C(=O)c4ccc(C(C)(C)C)cc4)C3)n2)o1 (configuration not stated)	11.4	0.0	-5.4	-24.5	12.6	-9.2	5.5	-5.1	3.8	-0.8	12.7
CCOC(=O)CC(=O)COc1nc2cc3c(nc2o1)CCCC3	-28.1	-0.3	-38.0	-33.8	-2.5	-4.2	-17.4	-15.5	-1.6	-28.4	-26.8
Cc1cc(C)n2nc(SCc3ccccc3F)nc2n1	-30.4	-0.3	-17.6	-7.0	10.6	0.3	-35.8	0.7	-4.5	2.5	-20.2
Cc1ccc(C)c(NS(=O)(=O)c2cc(C(=O)Nc3ccccc3-c3ccccc3)ccc2C)c1	8.5	-1.1	-29.7	14.4	8.0	-3.8	-6.3	-2.9	-6.6	-9.4	14.1
Oc1cccc(Nc2ccccc2)c1	-25.7	0.2	-13.1	-15.3	3.2	1.8	-1.3	0.5	2.9	-3.6	6.8
CCCn1nc(C(=O)Nc2nnc(CC)s2)c2ccccc2c1=O	6.4	-2.3	-9.2	-2.1	3.1	-3.1	6.2	-6.0	-7.8	9.2	5.4
CCS(=O)(=O)Nc1cccc(C2=NN(S(=O)(=O)c3ccccc3)C(c3cccs3)C2)c1 (configuration not stated)	11.8	-0.5	4.8	6.6	2.2	5.6	-8.8	-10.1	4.4	-2.9	1.4
COc1ccc(CN2CN(S(=O)(=O)c3cccs3)c3nc4ccccc4nc32)cc1	-41.7	2.5	-48.4	-44.8	10.2	3.9	-24.5	-1.2	-2.0	-11.3	-15.7
Cc1ccc(C)c(N2C(=O)CC(N3CCN(Cc4ccc5c(c4)OCO5)CC3)C2=O)c1 (configuration not stated)	1.7	-0.9	4.4	-11.9	10.7	-1.8	-10.4	4.4	-4.0	1.3	1.5
CCN(CC(=O)Nc1ccccc1C(F)(F)F)C(=O)c1ccc(N2CCCC2=O)cc1	-6.9	-0.8	-12.2	-3.4	7.8	-2.0	-14.1	0.6	-1.3	2.5	-10.7

One compound at a time (already shown).
Results for C=C(C)CSc1ncc(-c2cccc(C(F)(F)F)c2)cn1 = NR5A2 inv ag: -10.2; MC4R barr agon: 3.7; SRC1 inh: 2.8; NCOA3 inh: 5.3; MC4R antagonist: 17.4; ABHD5-PLIN5 inh: -10.2; NCOA2 inhibitor: -11.4; NOD2 RIPK2 PPI: -13.0; TLR9-MyD88 inh: -1.1; LMP1 NFkB inh: 14.0; NR2F2 inh: 1.1
Results for CCOC(=O)c1sc(/S(C)=N\S(=O)(=O)c2cccc(Cl)c2)c2c1CCC=C2 (configuration not stated) = NR5A2 inv ag: 9.5; MC4R barr agon: -0.2; SRC1 inh: -2.0; NCOA3 inh: 19.8; MC4R antagonist: 4.9; ABHD5-PLIN5 inh: -0.8; NCOA2 inhibitor: -9.4; NOD2 RIPK2 PPI: 7.0; TLR9-MyD88 inh: -6.6; LMP1 NFkB inh: 0.5; NR2F2 inh: 8.0

The results go on.
SMILES	NR5A2 inv ag	MC4R barr agon	SRC1 inh	NCOA3 inh	MC4R antagonist	ABHD5-PLIN5 inh	NCOA2 inhibitor	NOD2 RIPK2 PPI	TLR9-MyD88 inh	LMP1 NFkB inh	NR2F2 inh
CC(/C=C1\SC(=S)N(C(C(=O)O)C(C)C)C1=O)=C\c1ccccc1 (configuration not stated)	5.2	0.1	-9.2	14.6	13.0	-6.6	1.7	3.0	-9.5	5.0	19.6
NS(=O)(=O)c1cccc(NS(=O)(=O)c2ccc3ccccc3c2)c1	12.8	2.5	-5.1	8.1	-1.6	2.3	-0.9	4.0	20.0	-0.6	-6.3
O=C(NO)c1ccccc1O	-12.9	0.9	-4.8	10.8	8.5	3.2	-8.4	-13.2	3.9	-2.6	5.4
CC1CCCCC12NC(=O)N(CC(=O)NC1CCCc3ccccc31)C2=O (configuration not stated)	-0.1	-3.0	-1.9	15.5	7.7	0.7	8.8	-0.7	-0.7	0.4	-0.6
CCCCN(C(=O)CSc1nnc(-c2ccccc2)o1)c1c(N)n(CCC)c(=O)[nH]c1=O	-1.8	0.4	-5.0	-17.9	-0.1	2.1	4.5	4.7	8.3	6.1	-1.5
CCOC(=O)c1sc(NC(=O)CSc2nc(C)cc(C)c2C#N)c(C#N)c1C	-2.9	-0.1	-3.4	8.6	13.2	3.2	-35.9	5.6	2.4	-16.5	-4.4
CCOC(=O)c1cc(NC(=O)C2CCCO2)cc(C(=O)OCC)c1 (configuration not stated)	-9.2	-1.3	-8.9	4.8	3.3	0.1	0.5	-5.7	-3.9	-4.4	6.2
O=C(Cn1c(CO)nc2ccccc21)Nc1ccccc1Cl	-5.1	-3.0	-20.5	12.6	7.9	6.3	4.8	-4.3	8.6	-3.9	-5.5
O=C1Nc2ccccc2C12NCCc1c2[nH]c2ccccc12 (configuration not stated)	-11.9	-0.8	-6.5	9.4	3.8	-2.4	6.3	-5.0	-11.2	12.9	5.8
Cc1nc(NCc2ccc(S(N)(=O)=O)cc2)c2c(C)c(C)sc2n1	14.9	-1.2	-6.0	-6.3	-2.4	-0.1	1.0	-6.4	-0.2	8.9	6.4
CCOc1ccccc1NC(=O)CSc1nnc2ccc(-c3cccnc3)nn12	12.1	-2.9	-60.8	11.4	-6.9	-1.9	-14.5	-2.9	-5.9	-15.2	-1.8
Cc1ccc(C(NC(N)=O)c2ccccc2C)cc1 (configuration not stated)	-11.3	0.2	8.8	24.8	0.5	1.2	-25.1	-6.2	5.4	-3.2	9.1
O=C1N/C(=C/c2cccn2-c2ccccc2)C(=O)N1Cc1ccccc1F	-8.7	1.0	-0.9	9.6	0.5	-0.5	4.9	-10.4	1.8	-2.3	13.7
CCN1CCCc2cc(CN(CCN3CCOCC3)C(=S)Nc3cccc(Cl)c3)ccc21	16.9	-1.7	6.3	-38.5	11.2	-2.5	-27.8	4.2	0.0	7.3	18.3
Cn1cc(C2=C(c3ccc(Cl)cc3Cl)C(=O)NC2=O)c2ccccc21	26.7	2.0	4.7	5.4	11.8	-6.7	-14.6	-7.1	-2.5	-79.6	3.4
CCOC(=O)C1CCN(C(=O)c2cc3c(=O)n4cccc(C)c4nc3s2)CC1	23.4	-2.4	-10.6	-10.6	-0.5	1.2	8.7	-9.2	2.0	-1.7	20.4
Cc1onc(-c2c(Cl)cccc2Cl)c1C(=O)Nc1c(C)n(C)n(-c2ccccc2)c1=O	6.6	-0.8	-6.4	-25.0	0.9	-2.0	-22.3	-14.7	-14.6	12.7	5.7
CCN1CNC(=S)N(c2ccccc2OC)C1	10.7	1.2	4.7	27.9	-0.9	2.9	21.3	-2.7	-8.8	-4.5	-7.6
O=C1CN(C(=O)COc2ccc(Cl)cc2Cl)c2ccccc2N1	-3.1	1.9	-21.1	-22.0	9.8	5.3	-7.6	-4.4	0.2	-2.2	-6.0
Cc1cc(C)c(C)c(OCC(=O)O/N=C(\N)c2ccncc2)c1	14.2	0.2	-3.5	3.4	-8.5	-6.3	-9.9	-2.7	-5.2	6.5	8.5

Some of the compounds tested. The share of hits here may be higher or lower than overall.
